AddAB inh – less growth of phage-infected E. coli with AddAB. 330,000 tested, 0.29% active. E. coli expressing H. pylori AddAB, absorbance growth. AID 435030. inhibition, % at 11.9 µM; in the data active means inhibition above about 12%;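 further: 0% = vehicle wells of infected cells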
Mot1-301 SUMO – blocks SUMOylation pathway, rescuing yeast Mot1-301 growth; S. cerevisiae Mot1-301 growth rescue, ATP luminescence, 38.5C; percent above DMSO median, 100 means doubled; 320,000 tested, 1% active; growth rescue, % at 18.8 µM;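 active means every valid replicate shows activation above 250% relative to neutral control wells; inactive means the rest, any valid replicate at or below 250%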;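 further: OY570 slx delta 5 strain wells were the positive control but not used for scaling; some compounds called inactive have numbers as strong as hits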
CDK5 inh – inhibitors of human CDK5/p35 kinase; Q00535+Q15078; AID 488839; 330,000 tested, 0.01% active; inhibition, % at 10 µM; Recombinant CDK5/p35, ADP-Glo luminescence, 60 min;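 active means highest replicate inhibition of at least 50% and at least 75% of replicates reaching 50%; inconclusive means only one of the two criteria met; inactive means both criteria failed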;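 further: plate controls were DMSO neutral control for no effect and GW8510 at 10 µM for full effect; many of its hits are not listed in these tables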
PKA-R1A activ – activates the PKA-R1A holoenzyme complex. P00514+P68181. PKA-R1A dissociation, Cy5-IP20 fluorescence polarization; scaled: DMSO 0%, 113 µM cGMP 100%. activation, % at 11.4 µM. 340,000 tested, 0.083% active;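 active means percent activation above the mean of all tested compounds plus 3 SD, cut at about 19% in these data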;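 further: higher means more PKAc released from R1A so a rise in polarization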
DAGLB inh – blocks human DAGLB lipase activity | Q8NCG7 | HEK293T DAGLB membrane lysate, EnzChek fluorogenic substrate | inhibition, % at 5.17 µM | 340,000 tested, 0.059% active | AID 504411; in the data active means inhibition above about 34%;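 further: 0% = enzyme with vehicle and 100% = wells lacking enzyme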
Target sequence (Q8NCG7 whole entry, looked up): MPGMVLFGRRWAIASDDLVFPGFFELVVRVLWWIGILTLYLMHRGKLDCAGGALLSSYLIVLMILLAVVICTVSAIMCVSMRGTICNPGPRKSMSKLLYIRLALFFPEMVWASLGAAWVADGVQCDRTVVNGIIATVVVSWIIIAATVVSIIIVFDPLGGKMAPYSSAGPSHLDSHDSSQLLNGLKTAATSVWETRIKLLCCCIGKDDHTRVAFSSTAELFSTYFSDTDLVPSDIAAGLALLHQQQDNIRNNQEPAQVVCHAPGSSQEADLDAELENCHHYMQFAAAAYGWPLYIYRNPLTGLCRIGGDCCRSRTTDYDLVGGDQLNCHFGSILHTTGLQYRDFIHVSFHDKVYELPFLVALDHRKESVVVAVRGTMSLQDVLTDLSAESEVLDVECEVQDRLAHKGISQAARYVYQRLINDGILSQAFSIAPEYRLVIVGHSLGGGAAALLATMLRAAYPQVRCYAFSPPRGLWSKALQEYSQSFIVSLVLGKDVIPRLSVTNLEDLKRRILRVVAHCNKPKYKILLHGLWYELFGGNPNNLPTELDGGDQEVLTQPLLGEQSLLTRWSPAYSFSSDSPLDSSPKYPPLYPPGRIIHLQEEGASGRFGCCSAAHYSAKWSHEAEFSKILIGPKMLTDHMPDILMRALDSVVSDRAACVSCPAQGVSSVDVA
HTR5A inv ag – HTR5A inverse agonism, opioid heterodimer counter-screen | P47898 | HTR5A cell line, luminescence | inhibition, % at 9.3 µM | 340,000 tested, 0.083% active; in the data active means inhibition mostly above about 23%, no sharp cut-off; inactive means mostly below about 18%;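 further: 0% = cells with DMSO and 100% = no-cell wells with DMSO; some compounds called inactive have numbers as strong as hits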
HTR5A ag – activates human HTR5A in OPRM1-OPRD1 agonist counter-screen; P47898; AID 504692; activation, % at 9.3 µM; HTR5A agonist assay, luminescence, cell-based; 340,000 tested, 0.61% active; in the data active means activation mostly above about 9.5%, no sharp cut-off; inactive means mostly below about 7.6%;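 further: 0% = cells with vehicle only and 100% = reference agonist; strong numbers were not always called active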
Ecoli viability – reduces bacterial viability in AddAB counter-screen. E. coli V3065 growth, OD600 absorbance, 18 h. 330,000 tested, 0.27% active. inhibition, % at 11.9 µM;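 active means inhibition above the campaign's mean inhibition across all tested compounds plus 3 SD, cut at about 9.9% in these data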;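 further: uninfected addAB+ strain grown without phage in ampicillin broth; 0% = DMSO wells and 100% = ciprofloxacin 0.95 µg/ml wells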
PKA-R2B act – activators of human PKA-R2B complex; P22694+P31323; PKA-R2B holoenzyme dissociation, Cy5-IP20 fluorescence polarization; R2B truncated from residue 108, S112A mutant; 0% DMSO only, 100% 113 µM cGMP; activation, % at 11.4 µM; 340,000 tested, 0.079% active; AID 504700;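 active means activation above a cutoff set at the mean over all compounds plus 3 SD, cut at about 18% in these data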;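 further: higher means more holoenzyme dissociation and a rise in polarization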
Target sequence (P31323 whole entry, looked up, other chains not shown, the tested form may be a part): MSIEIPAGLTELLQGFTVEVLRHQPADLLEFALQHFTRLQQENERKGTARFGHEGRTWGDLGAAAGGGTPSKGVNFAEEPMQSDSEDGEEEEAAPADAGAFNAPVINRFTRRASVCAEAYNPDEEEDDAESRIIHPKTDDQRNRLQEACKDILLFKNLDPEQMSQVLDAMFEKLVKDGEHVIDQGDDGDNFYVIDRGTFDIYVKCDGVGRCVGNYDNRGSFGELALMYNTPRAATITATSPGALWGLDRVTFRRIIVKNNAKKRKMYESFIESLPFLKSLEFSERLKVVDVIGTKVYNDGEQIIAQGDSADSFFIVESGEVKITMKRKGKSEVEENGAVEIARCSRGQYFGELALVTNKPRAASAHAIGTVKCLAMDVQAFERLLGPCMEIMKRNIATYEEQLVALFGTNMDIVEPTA
phage Ecoli inh – E. coli growth loss with phage present; 360,000 tested, 0.26% active; growth absorbance; AID 651602; inhibition, % at 11.9 µM; in the data active means inhibition above about 11%
Tat export inh – blocks Tat-dependent protein export in E. coli. inhibition, % at 10 µM. AID 488895. E. coli MC4100 TorA-mCherry Tat export, fluorescence. 340,000 tested, 0.036% active;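 active means mean replicate inhibition at least 50% and at least half of replicates individually reaching 50%; inconclusive means only one of the two criteria met; inactive means neither criterion met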;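 further: exported cargo escapes ClpAP degradation while cytoplasmic cargo is degraded and loses fluorescence; 0% = median of neutral control wells and 100% = median of NaSCN control wells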
* marks the source's active call; other numbers are inactive results.

Results for NC(=S)N/N=C/c1ccc(Br)o1 ?
AddAB inh: 4.8; Mot1-301 SUMO: 5; CDK5 inh: -0.2; PKA-R1A activ: 5; DAGLB inh: 0; HTR5A inv ag: 22; HTR5A ag: -2; Ecoli viability: 2.9; PKA-R2B act: -1; phage Ecoli inh: 5.1; Tat export inh: 1

Results for O=[N+]([O-])c1ccc(Sc2n[nH]c(-c3ccc(Cl)cc3Cl)n2)nc1 ?
AddAB inh: -1.9; Mot1-301 SUMO: -26; CDK5 inh: 0.3; PKA-R1A activ: -16; DAGLB inh: -1; HTR5A inv ag: -20; HTR5A ag: 1; Ecoli viability: 0.0; PKA-R2B act: -1; phage Ecoli inh: 2.0; Tat export inh: 7

Results for Cc1csc(SCC(=O)NC(=O)NCc2ccccc2)n1 ?
AddAB inh: 0.3; Mot1-301 SUMO: 15; CDK5 inh: 4.6; PKA-R1A activ: -4; DAGLB inh: -1; HTR5A inv ag: -6; HTR5A ag: 1; Ecoli viability: -1.1; PKA-R2B act: 6; phage Ecoli inh: 4.0; Tat export inh: 16

How did COc1ccc(C2CC(c3cccc(OC)c3OC)n3nnnc3N2)cc1 (stereo not drawn) do in these assays?
AddAB inh: 6.8; Mot1-301 SUMO: 76; CDK5 inh: 0.2; PKA-R1A activ: -10; DAGLB inh: 2; HTR5A inv ag: -10; HTR5A ag: 8; Ecoli viability: 1.5; PKA-R2B act: -2; phage Ecoli inh: 3.0; Tat export inh: -3

How did O=C(CN1C2=NCCN2c2ccccc21)c1ccc(Br)cc1 do in these assays?
AddAB inh: 2.6; Mot1-301 SUMO: -3; CDK5 inh: 0.7; PKA-R1A activ: -15; DAGLB inh: 2; HTR5A inv ag: -11; HTR5A ag: 5; Ecoli viability: -0.5; PKA-R2B act: -16; phage Ecoli inh: 4.2; Tat export inh: 1

How did NC(=O)C1CCN(C(=O)CSc2nc3ccccc3o2)CC1 do in these assays?
CDK5 inh: -2.1; PKA-R1A activ: -3; DAGLB inh: 6; HTR5A inv ag: -17; HTR5A ag: 0; PKA-R2B act: -8; phage Ecoli inh: 4.3; Tat export inh: inconclusive

Results for O=C(CSc1nnc(NC(=O)c2c(F)cccc2F)s1)Nc1ccccc1F ?
AddAB inh: 1.5; Mot1-301 SUMO: -1; CDK5 inh: -1.4; PKA-R1A activ: -4; DAGLB inh: 6; HTR5A inv ag: 5; HTR5A ag: -2; Ecoli viability: -2.7; PKA-R2B act: 1; phage Ecoli inh: -0.6; Tat export inh: -5

What do the screens show for `Cc1ccc(N/C=C/C(=O)c2sc(-c3ccccc3)nc2C)cc1`?
AddAB inh: 2.4; Mot1-301 SUMO: -6; CDK5 inh: -0.4; PKA-R1A activ: -3; DAGLB inh: -8; HTR5A inv ag: -4; HTR5A ag: 2; Ecoli viability: -0.6; PKA-R2B act: -5; phage Ecoli inh: 2.0; Tat export inh: -10

How did O=C(COC(=O)/C=C/c1ccc(F)cc1)NCc1cccs1 do in these assays?
AddAB inh: 1.9; Mot1-301 SUMO: -8; CDK5 inh: 0.3; PKA-R1A activ: -20; DAGLB inh: -3; HTR5A inv ag: 3; HTR5A ag: -1; Ecoli viability: 0.7; PKA-R2B act: -6; phage Ecoli inh: 2.3; Tat export inh: 6

Results for O=C(C1CCC(CNS(=O)(=O)c2cccs2)CC1)N1CCN(c2ccc(Cl)cc2)CC1 (stereo not drawn) ?
AddAB inh: 0.5; Mot1-301 SUMO: 1; CDK5 inh: 0.8; PKA-R1A activ: -7; DAGLB inh: 3; HTR5A inv ag: -32; HTR5A ag: 8; Ecoli viability: -0.6; PKA-R2B act: -5; phage Ecoli inh: -2.2; Tat export inh: 2

Results for CC(=O)c1cc2c(cc1NC(=O)CCNC(=O)c1ccccc1Cl)OCO2 ?
AddAB inh: 3.0; Mot1-301 SUMO: -13; CDK5 inh: 0.2; PKA-R1A activ: -4; DAGLB inh: 0; HTR5A inv ag: -13; HTR5A ag: 3; Ecoli viability: 0.4; PKA-R2B act: -2; phage Ecoli inh: 2.0; Tat export inh: -8

What do the screens show for `COC(=O)C1(S(=O)(=O)c2ccc(C)cc2)CCOCC1`?
AddAB inh: 0.6; Mot1-301 SUMO: 14; CDK5 inh: 10; PKA-R1A activ: -12; DAGLB inh: 2; HTR5A inv ag: -3; HTR5A ag: 5; Ecoli viability: -0.7; PKA-R2B act: -13; phage Ecoli inh: 0.7; Tat export inh: -10

Results for O=C(COc1ccc(Cl)cc1)c1ccc(O)cc1O ?
AddAB inh: 2.3; Mot1-301 SUMO: 11; CDK5 inh: 2.7; PKA-R1A activ: -5; DAGLB inh: -2; HTR5A inv ag: 9; HTR5A ag: -3; Ecoli viability: 5.2; PKA-R2B act: -14; phage Ecoli inh: -0.1; Tat export inh: -1

Results for O=C(Cc1ccccc1[N+](=O)[O-])NNC(=O)c1ccncc1 ?
AddAB inh: -0.1; Mot1-301 SUMO: -12; CDK5 inh: 0.5; PKA-R1A activ: -7; DAGLB inh: -1; HTR5A inv ag: 8; HTR5A ag: -3; Ecoli viability: 0.0; PKA-R2B act: -7; phage Ecoli inh: 1.9; Tat export inh: 4

What do the screens show for `CCc1nnc(NC(=O)CC(=O)Nc2ccccc2C(=O)O)s1`?
AddAB inh: -0.4; Mot1-301 SUMO: -19; CDK5 inh: 0.1; PKA-R1A activ: 3; DAGLB inh: -3; HTR5A inv ag: -12; HTR5A ag: 6; Ecoli viability: -2.6; PKA-R2B act: 5; Tat export inh: -1

How did O=C(NCCC1CCCCN1S(=O)(=O)c1ccc(F)cc1)C(=O)NCc1ccccn1 (stereo not drawn) do in these assays?
AddAB inh: 0.2; Mot1-301 SUMO: 54; CDK5 inh: -8.0; PKA-R1A activ: -5; DAGLB inh: 1; HTR5A inv ag: -9; HTR5A ag: 3; Ecoli viability: 0.4; PKA-R2B act: 2; phage Ecoli inh: 2.1; Tat export inh: 1

What do the screens show for `Cc1cc(C(=O)NC(C)c2ccncc2)cs1` (stereo not drawn)?
AddAB inh: 0.6; Mot1-301 SUMO: -12; CDK5 inh: -0.8; PKA-R1A activ: -2; DAGLB inh: 0; HTR5A inv ag: -5; HTR5A ag: -1; Ecoli viability: -0.3; PKA-R2B act: 4; phage Ecoli inh: 0.5; Tat export inh: 3

What do the screens show for `CN(Cc1nccn1C)C(=O)c1cc(COc2cccc(C(F)(F)F)c2)on1`?
AddAB inh: 3.0; Mot1-301 SUMO: -3; CDK5 inh: 1.7; PKA-R1A activ: 4; DAGLB inh: 2; HTR5A inv ag: 4; HTR5A ag: 2; Ecoli viability: 0.9; PKA-R2B act: -7; phage Ecoli inh: 1.8; Tat export inh: 1

How did Cc1nonc1OCCCNc1ccc([N+](=O)[O-])cc1Cl do in these assays?
AddAB inh: 1.6; Mot1-301 SUMO: -3; CDK5 inh: 0.8; PKA-R1A activ: -1; DAGLB inh: -6; HTR5A inv ag: -6; HTR5A ag: 0; Ecoli viability: -1.0; PKA-R2B act: 5; phage Ecoli inh: 3.9; Tat export inh: 5

What do the screens show for `CC(=O)c1c[nH]c(C(=O)NC2CCCCCC2)c1`?
AddAB inh: 2.0; Mot1-301 SUMO: -6; CDK5 inh: -2.9; PKA-R1A activ: -3; DAGLB inh: -1; HTR5A inv ag: 10; HTR5A ag: -4; Ecoli viability: 2.5; PKA-R2B act: 7; phage Ecoli inh: 0.5; Tat export inh: -9

Results for C=C(C)c1cccc(C(C)(C)NC(=O)N2CCC(C(N)=O)CC2)c1 ?
AddAB inh: 1.4; Mot1-301 SUMO: 127; CDK5 inh: -5.3; PKA-R1A activ: -11; DAGLB inh: 2; HTR5A inv ag: -2; HTR5A ag: 1; Ecoli viability: 0.1; PKA-R2B act: -2; phage Ecoli inh: 1.8; Tat export inh: -6

Results for Cc1ccc(CC(NC(=O)C2CCCCC2)C(=O)O)cc1 (stereo not drawn) ?
AddAB inh: -0.2; CDK5 inh: 0.9; PKA-R1A activ: -5; DAGLB inh: -3; HTR5A inv ag: -3; HTR5A ag: 1; Ecoli viability: -2.9; PKA-R2B act: 5; phage Ecoli inh: 2.9; Tat export inh: 11

How did CSCCC(NC(=O)c1ccccc1)C(=O)OCC(=O)N(C)CCC#N (stereo not drawn) do in these assays?
AddAB inh: 1.6; Mot1-301 SUMO: 9; CDK5 inh: -0.5; PKA-R1A activ: -3; DAGLB inh: -2; HTR5A inv ag: 13; HTR5A ag: 2; Ecoli viability: 0.0; PKA-R2B act: -3; phage Ecoli inh: 0.1; Tat export inh: 1

How did O=C(Nc1ccccc1)c1cc([N+](=O)[O-])ccc1NCc1cccnc1 do in these assays?
AddAB inh: 0.5; Mot1-301 SUMO: -12; CDK5 inh: -1.4; PKA-R1A activ: -11; DAGLB inh: 0; HTR5A inv ag: 8; HTR5A ag: -3; Ecoli viability: -0.4; PKA-R2B act: -7; phage Ecoli inh: 4.2; Tat export inh: 5

How did Cc1cc(C)c(S(=O)(=O)Nc2ccnc(-c3cccnc3)n2)c(C)c1 do in these assays?
AddAB inh: 1.9; Mot1-301 SUMO: 12; CDK5 inh: -0.2; PKA-R1A activ: -6; DAGLB inh: 1; HTR5A inv ag: 4; HTR5A ag: -1; Ecoli viability: 2.0; PKA-R2B act: -7; phage Ecoli inh: 2.2; Tat export inh: 3

What do the screens show for `Cc1cc(C(=O)NNC(=S)NCc2ccco2)nn1C`?
AddAB inh: 2.7; Mot1-301 SUMO: 55; CDK5 inh: -4.5; PKA-R1A activ: 0; DAGLB inh: -1; HTR5A inv ag: 0; HTR5A ag: 0; Ecoli viability: 0.7; PKA-R2B act: -3; phage Ecoli inh: 4.7; Tat export inh: -5

Results for O=C(COC(=O)c1cc[n+]([O-])cc1)Nc1ccc(SC(F)F)cc1 ?
AddAB inh: 2.1; Mot1-301 SUMO: -5; CDK5 inh: 0.6; PKA-R1A activ: -8; DAGLB inh: 2; HTR5A inv ag: -9; HTR5A ag: 3; Ecoli viability: 1.8; PKA-R2B act: 0; phage Ecoli inh: 1.7; Tat export inh: -3

How did COC(=O)CCCC(=O)N1CCC(n2nccc2NC(=O)CCOc2ccccc2)CC1 do in these assays?
AddAB inh: 0.1; Mot1-301 SUMO: -9; CDK5 inh: 0.9; PKA-R1A activ: -18; DAGLB inh: 2; HTR5A inv ag: -4; HTR5A ag: -2; Ecoli viability: 0.8; PKA-R2B act: -4; phage Ecoli inh: 4.2; Tat export inh: 3

Results for CN(C)c1cccc2c(/C=N/O)ccc(N(C)C)c12 ?
AddAB inh: 3.5; Mot1-301 SUMO: -13; CDK5 inh: 1.3; PKA-R1A activ: -7; DAGLB inh: -1; HTR5A inv ag: -4; HTR5A ag: 1; Ecoli viability: -3.6; PKA-R2B act: -6; phage Ecoli inh: 4.8; Tat export inh: -1

Compound activity: PubChem BioAssay, several laboratories
